# From PubChem BioAssay
# RMI FANCM FP: RMI-FANCM interaction inhibition; AID 1159607; FP signal (polarization) at 33 µM; Fluorescence polarization, RMI core complex with F-MM2 peptide; active compounds read low; 70,000 compounds, 0.58% hits; in the data active means FP signal below about 40; further: inactives centre near 61; strong numbers were not always called active; unit not given here
# Starred values were filed as active, the others as inactive; & = joins results of further samples.
RMI FANCM FP | Structure
94 | CCOc1ccc(-c2cc(C(=O)NCc3ccc(C)cc3)no2)cc1
66 | O=C(NCC(c1ccsc1)N1CCOCC1)Nc1ccc2c(c1)OCO2 (stereo not drawn)
62 | O=C(CSc1nc(O)cc(=O)[nH]1)Nc1nc2ccccc2s1
74 | Cc1cc2nnc(SCC(=O)Nc3cccc(-c4nc5ccccc5s4)c3)n2c2ccccc12
58 | CC(C)(C)CC(=O)NCCc1csc2nc(-c3cccs3)nn12
55 | CCOc1ccc(-c2ccc(=O)n(CCNC(=O)C3CC3)n2)cc1
60 | O=C(/C=C/c1ccccc1Cl)Nc1nc(-c2cc3ccccc3oc2=O)cs1
61 | CC1(C)COc2ccc(NC(=O)Cc3cccs3)cc2NC1=O
61 | C=CCn1c(SCC(=O)Nc2sc3c(c2C#N)CCC(C)C3)nnc1-c1ccccc1 (stereo not drawn)
51&58 | COc1ccc2nc(NC(=O)NC34CC5CC(C3)CC(c3ccc(C)cc3)(C5)C4)sc2c1
61 | COc1cc(S(=O)(=O)n2ccnc2C)ccc1F
68 | O=C(NCCOc1ccc2nnc(-c3ccc(F)cc3)n2n1)c1cc2ccccc2oc1=O
67 | CC(C)S(=O)(=O)c1cccc(-c2nnc(N)o2)c1
62 | NS(=O)(=O)c1ccc(-c2ccc(C=O)o2)cc1
60 | COc1ccc2cc(Br)ccc2c1CC(=O)NCc1ccc2c(c1)OCO2
91 | CCc1ccc(-n2nnc3c(=O)n(Cc4nc(-c5ccc(OC)cc5)no4)cnc32)cc1
67 | Cc1ccc(Cl)cc1NC(=O)N1CCCCC1
59 | N#C/C(=C\N1CCC(n2cccc2)CC1)C(=O)c1ccccc1
62 | Brc1ccc(-n2cccc2)nc1
73 | CN(C)c1ccc(CCCNC(=O)C2CC2)cc1
63 | CCCS(=O)(=O)NCCNC(=O)c1ccc(NC(=O)C2CCCC2)cc1
71 | C[N+]1(C)CCC(OC(=O)C(c2ccccc2)c2ccccc2)CC1
61 | CCc1ccc(S(=O)(=O)N(CC)c2ccccc2)cc1
55 | Clc1ccc(Nc2nc(-c3ccccc3)c3ccccc3n2)c(Cl)c1
67 | CC(C)(Oc1ccc(Cl)cc1)C(=O)NCCn1ncc2c(=O)n(Cc3cccc(Cl)c3)cnc21
66 | CCc1ccc(S(=O)(=O)N2CCN(c3ccc4nnc(C)n4n3)CC2)s1
55 | O=C(c1ccc([N+](=O)[O-])o1)N(Cc1cccnc1)c1nc2c(F)cccc2s1
58 | Cc1ccc(NC(=O)Nc2ccc(CC#N)cc2)cc1Cl
71 | Cn1c(=O)c2c(SCC(=O)N3CCCC3)nc(-c3cccc(Cl)c3)nc2n(C)c1=O
53 | COC(=O)CSCCc1nc(-c2ccc(Cl)c(Cl)c2)cs1
52 | CSc1sc(Br)c2c1/C(=N/O)CC(C)(C)C2
62 | COCCNC(=O)C(=O)Nc1cccc(F)c1
72 | O=C(CSc1nncc(-c2ccccc2)n1)c1ccc(Cl)cc1
51 | CNc1ncnc2c1ncn2[C@H]1C[C@H](OP(=O)(O)O)[C@@H](COP(=O)(O)O)O1
56 | Cc1c(C)c(C)c(CN2CCCC2)c(C)c1C
72 | N#Cc1c(C(F)(F)F)cc(-c2ccco2)nc1SCC(=O)c1ccc2c(c1)OCO2
50 | CCn1cc(NC(=O)N2CCN(c3ccccc3OC)CC2)c2ccccc21
69 | CSC1=NCCN1C(=O)Cc1ccc(-c2ccccc2)cc1
74 | COc1ccc(S(=O)(=O)N2CCCCC2CC(=O)Nc2ccc(Br)cc2F)cc1 (stereo not drawn)
53 | C(=C(c1ccccc1)c1ccccc1)N1CCC1
88&74 | OC(CNCCc1ccccc1)Cn1c(-c2ccccc2)c(-c2ccccc2)c2ccc3ccccc3c21 (stereo not drawn)
53 | O=[N+]([O-])c1cccc(-c2csc(CS(=O)(=O)c3cccs3)n2)c1
54 | O=C(CC(c1ccccc1)C1CCCCC1=O)c1ccco1 (stereo not drawn)
71 | COc1ccccc1-c1nnc(SCc2cccc(C(F)(F)F)c2)o1
53 | CC(=O)Nc1ccc(NC(=O)CSc2nc(CC(=O)NCCC3=CCCCC3)cs2)cc1
81 | O=C(NCC1CCN(C2CCCC2)CC1)c1c(F)cccc1Cl
64 | Cc1cccc(NC(=O)C(=O)NC2CCCC2)c1C
77 | O=C(Nc1ccc(Cl)cc1C(F)(F)F)c1cc(S(=O)(=O)N2CCc3ccccc32)ccc1F
67 | COC(=O)N1CCc2c(sc(NC(=O)CCSc3ccc(Cl)cc3)c2C(N)=O)C1
61 | COc1ccc(S(=O)(=O)NCCOc2ccc3c(c2)OCO3)cc1F
56 | O=C1NC(=O)C2(CCCCC2)N1
70 | O=C(CCc1ccccc1)N(CCn1cccn1)c1nc2ccccc2s1
61 | CCOC(=O)N[C@@H](Cc1ccccc1)C(=O)O
62 | CCC(=O)Nc1ccc(-c2ccc(NC(=O)CC)c(OC)c2)cc1OC
57 | Cc1nn(C)c2ncc(NC(=O)Nc3ccc(C(F)(F)F)cc3)c(Cl)c12
58 | Cc1sc(NC(=O)CCSc2ccc(Cl)cc2)c(C(N)=O)c1C

# Next section:
RMI FANCM FP | Structure
129 | O=c1c2nnn(-c3ccccc3)c2ncn1Cc1nc(-c2ccc3c(c2)OCO3)no1
57 | O=C(COc1coc(CN2CCc3ccccc3C2)cc1=O)NCc1ccc2c(c1)OCO2
42 | N/C(CS(=O)(=O)c1cccs1)=N/OS(=O)(=O)c1ccccc1C(F)(F)F
62 | CCOC(=O)c1c(NC(=O)CSc2ncnc3c2oc2ccccc23)sc2c1CCC2
58 | O=C(N1CCCCC1)C12CC3CC(CC(C3)C1)C2
60 | O=C(CSc1nc2ccccc2n1S(=O)(=O)c1ccc(Br)cc1)NCc1ccccc1
69 | Cn1ccc(C(=O)N=c2sc3cc4c(cc3n2C)OCO4)n1
60 | O=C(Nc1cccc(C(F)(F)F)c1)c1cnc2n(c1=O)CCS2
68 | CC(=O)Nc1ccc(SCC(=O)NCc2cccs2)nn1
69 | Cc1cc(C)cc(NC(=O)c2scc(-c3ccccc3)c2S(=O)(=O)N(C)c2ccccc2)c1
68 | Cc1cc(=O)n2c(n1)sc1ccccc12
60 | COc1ccc(N2CC(NC(=O)c3cc4ccccc4o3)CC2=O)cc1OC (stereo not drawn)
57 | CCCc1occc(=O)c1/C=C/O
53 | CCc1c(C)nc(SCC(=O)NC2CCCC2)[nH]c1=O
55 | O=C1C2N=NN(Cc3nc(-c4cccc(C(F)(F)F)c4)no3)C2C(=O)N1c1ccc2c(c1)CCC2 (stereo not drawn)
59 | COc1ccc(-n2c(SCC(=O)NCc3ccco3)nc3c(c2=O)SCC3)cc1OC

# The last 6 compounds of the section before come first, to join the parts:
RMI FANCM FP | Structure
68 | Cc1cc(=O)n2c(n1)sc1ccccc12
60 | COc1ccc(N2CC(NC(=O)c3cc4ccccc4o3)CC2=O)cc1OC (stereo not drawn)
57 | CCCc1occc(=O)c1/C=C/O
53 | CCc1c(C)nc(SCC(=O)NC2CCCC2)[nH]c1=O
55 | O=C1C2N=NN(Cc3nc(-c4cccc(C(F)(F)F)c4)no3)C2C(=O)N1c1ccc2c(c1)CCC2 (stereo not drawn)
59 | COc1ccc(-n2c(SCC(=O)NCc3ccco3)nc3c(c2=O)SCC3)cc1OC
55 | CNC(=O)NNC(=O)c1onc(-c2c(Cl)cccc2Cl)c1C(=O)OC
67 | CC(C)C(=O)Nc1ccc(SCC(=O)Nc2ccc(F)c(F)c2)nn1
60 | CCOC(=O)c1c(NC(=O)CN(CC)CC)sc2c1CCN(C(=O)OCC)C2
62 | O=C(NCc1cccs1)C1CCCN(c2ccc(-c3ccccc3)nn2)C1 (stereo not drawn)
60 | O=C(Nc1ccccc1N1CCOCC1)c1nc2ccccc2s1
65 | COc1ccc(-n2nnc(C(=O)OCc3ccccc3F)c2C)cc1
59 | Cc1ccc(SCC(=O)N2CCN(c3ccccc3)CC2)cc1
51 | COc1ccc(N2CC(NC(=O)Nc3ccccc3-c3ccccc3)CC2=O)cc1OC (stereo not drawn)
60 | Cc1cc(C)cc(OC2CCCCC2NS(=O)(=O)c2ccccc2)c1 (stereo not drawn)
61 | CCOC(=O)C1C(c2ccc(O)cc2)NC(=S)NC1(O)C(F)(F)F (stereo not drawn)
68 | Cn1nccc1C(=O)N(Cc1ccccn1)c1nc2ccc(Cl)cc2s1
55 | Cc1ccc(C)c(NC(=O)CSc2nnc(-c3ccco3)n2N)c1
67 | Oc1c(CN2CCN(c3ccc(F)cc3)CC2)cc(Cl)c2cccnc12
67 | O=C(Nc1ccc2c(c1)C(=O)NCCO2)c1cccc(Cl)c1
61 | O=S(=O)(O)c1nc2ccccc2s1
72 | COc1ccc(CCNC(=O)c2ccc(CNS(=O)(=O)c3cccc(Cl)c3)cc2)cc1OC
84 | Clc1ccc(-c2csc3nnc(SCc4ccc5c(c4)OCO5)n23)cc1
61 | N#CCS(=O)(=O)Cc1cccs1
66 | O=C(Nc1ccc(SCCN2CCOCC2)nn1)c1ccco1
56 | CCOC(=O)c1nn(-c2ccc(C)cc2)c(=O)cc1NCc1cccs1
75 | COC(=O)c1ccccc1NC(=O)c1sc2nc(-c3cccs3)c3c(c2c1N)CCCC3
74 | COCC(=O)Nc1cccc(-c2cn3nc(OC)ccc3n2)c1
63 | COc1ccc(Cc2nnc(C3CCN(C(=O)Nc4ccc(OC)cc4)CC3)s2)cc1
48 | NC(N)=NNC(=O)/C=C/C(=O)O
66 | CCOc1ccc(/C=C/C(=O)Nc2cccc(Cl)c2C)cc1
114 | CCN(CC)S(=O)(=O)c1ccc(C(=O)Nc2nc3c(s2)Cc2ccccc2-3)cc1
128 | O=S(=O)(c1cccs1)N1CCN(S(=O)(=O)c2cccs2)CC1
79 | CCN(CC)CCN(C(=O)c1ccc(C(=O)c2ccccc2)cc1)c1nc2ccc(F)cc2s1
61 | O=C(Nc1ccc2c(c1)OCCO2)c1sc(Nc2ccc(F)cc2)nc1-c1ccccc1
69 | Cc1ccc(C(C)C)c(OCC(=O)NNC(=O)/C=C/c2ccco2)c1
57 | COc1ccc(C(=O)CSc2nnc(CNC(=O)c3ccc(S(=O)(=O)N(C)C)cc3)o2)cc1
58 | CC(C)(C)c1cc(NC(=O)C2COc3ccccc3O2)n[nH]1 (stereo not drawn)

# Among those listed so far, these have an NH in an aromatic ring:
RMI FANCM FP | Structure
62 | O=C(CSc1nc(O)cc(=O)[nH]1)Nc1nc2ccccc2s1
53 | CCc1c(C)nc(SCC(=O)NC2CCCC2)[nH]c1=O
58 | CC(C)(C)c1cc(NC(=O)C2COc3ccccc3O2)n[nH]1 (stereo not drawn)

# Next results:
RMI FANCM FP | Structure
63 | Clc1ccc(C(Cn2ccnc2)OCc2csc3c(Cl)cccc23)c(Cl)c1 (stereo not drawn)
47&51 | c1ccc(OCCOc2ccccn2)nc1
59 | c1ccc2[nH]c(C3CCCO3)nc2c1 (stereo not drawn)
61 | O=[N+]([O-])c1ccccc1OCCOC1OCCOC1OCCOc1ccccc1[N+](=O)[O-] (stereo not drawn)
58 | Cc1cc2nc(N3CCN(c4ccccc4)CC3)sc2cc1C
64 | O=S(=O)(NCC(c1ccsc1)N1CCOCC1)c1ccccc1Cl (stereo not drawn)
60 | O=C1NC(=S)N/C1=C\c1cc([N+](=O)[O-])ccc1OCc1ccccc1Cl
62 | CCOc1ccc(CC(=O)N2CCN(c3ccc(NC(=O)c4ccccc4)nn3)CC2)cc1
53 | CN(CCC#N)c1ccc(/C=N\NC(=O)C2CCN(C(=S)NC3CC4C=CC3C4)CC2)cc1 (stereo not drawn)
82 | O=C(Nc1sc2c(c1CN1CCCC1)CCCC2)c1ccccc1F
54 | Cc1cc(C)c2c(N)nn(C)c2n1
75 | O=C(NCCCc1ccccc1)c1ccc2c(=O)nc3c(-c4ccccc4)n[nH]n3c2c1
55 | CC(=O)N1CCN(C(=O)c2ccc(O)cc2)CC1
63 | COc1ccc(-c2coc3c4c(ccc3c2=O)OCN(C2CC(C)(C)NC(C)(C)C2)C4)cc1
104 | Cc1cc(NC(=O)Cn2c(C)cc(C)c(S(=O)(=O)c3ccccc3)c2=O)ccc1Br
60 | O=[N+]([O-])c1cc2c(cc1N=Nc1ccc(O)c3ccccc13)OCCO2

# Fetched by compound from above:
RMI FANCM FP | Structure
53 | CN(CCC#N)c1ccc(/C=N\NC(=O)C2CCN(C(=S)NC3CC4C=CC3C4)CC2)cc1 (stereo not drawn)
82 | O=C(Nc1sc2c(c1CN1CCCC1)CCCC2)c1ccccc1F
55 | CC(=O)N1CCN(C(=O)c2ccc(O)cc2)CC1

# More results.
RMI FANCM FP | Structure
56 | CC1(C)C(=O)NCCN1C(=O)c1sc2ccccc2c1Cl
56 | O=S(=O)(NN1CCOCC1)c1cc(S(=O)(=O)c2ccccc2)cs1
164 | COc1cc(/C=C(\C#N)C(=O)NC2CCS(=O)(=O)C2)cc(Br)c1O (stereo not drawn)
59 | COc1ccc(NC(=O)CC2SC(N=Nc3c(O)[nH]c4ccccc34)=NC2=O)cc1 (stereo not drawn)
54 | CC(C)(C)N(C(=O)c1ccc(Br)o1)C(=O)N1CCCCC1
54 | O=C(CN1CCC(C(=O)O)CC1)Nc1ccccc1Oc1ccccc1
64 | O=C(C1CC2C=CC1C2)N1CCc2cc(S(=O)(=O)NC3CCCC3)ccc21 (stereo not drawn)
64 | CC(=O)N1CCc2ccc(NC(=O)Cc3ccc(F)cc3)cc2C1
60 | Cc1cc(C)c(S(=O)(=O)N2CCN(Cc3ccccc3)CC2)c(C)c1
69 | Cc1ccc(-c2nnc(NCCN3CCOCC3)c3ccccc23)cc1C
72 | O=C(c1cccc([N+](=O)[O-])c1)N1CCN(c2nnnn2-c2ccccc2)CC1
68 | COc1cc(NC(=O)N2CCN(c3ccc4nncn4n3)CC2)cc(OC)c1
74 | COC(=O)c1sc(-c2ccccc2)cc1NC(=O)c1ccc(OC)cc1
142 | CCOC(=O)c1c(NC(=O)c2ccc(Cl)s2)sc2c1CCN(C)C2
65 | COc1ccccc1N1CCN(CCNC(=O)C(=O)NCc2ccccc2Cl)CC1
49 | Cc1ccc(S(=O)(=O)Oc2c(-c3ccccc3)c(=O)n(C)c3ccccc23)cc1

# Only part of the results is shown. The share of hits here may be higher or lower than overall.
